Nrf2 block – Nrf2 qHTS screen for inhibitors; hit rate 2.1% among 360,000; A549 ARE-Fluc reporter, luciferase luminescence, 18-24 h; AID 504444, 2011; Potency, µM (doses to about 46 µM), for the others: at the top dose activity change, negative = inhibition, actives largely listed as inhibitors; also: % is scaled to controls: 0 for no effect and ±100 for the full control effect; nearly all actives have a fitted effect of over 60% in size
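Quantitative HTS in A549 cells stably bearing an antioxidant response element-firefly luciferase construct. Inhibition of Nrf2-driven transcription was scored by luminescence after 18-24 h of compound exposure at 37 °C.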
A549 viability – Nrf2 qHTS screen for inhibitors: counterscreen for cytotoxicity. hit rate 0.16% among 390,000. Potency, µM (highest dose often 46 µM), inactives show at the highest dose activity change, negative = cytotoxicity, hits mostly inhibitors. A549 ARE-Fluc cells, CellTiter-Fluor viability, 18-24 h; also: % is scaled to controls: 0 for no effect and ±100 for the full control effect
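A549 ARE_Fluc cells in 5% FBS OPTI-MEM were exposed to compounds in concentration-response for 18-24 h at 37 deg C. Viability was read by CellTiter-Fluor fluorescence (Ex 405/Em 525) after 30 min, before the luciferase read.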
S2 tox – Viability Counterscreen for Primary qHTS for Inhibitors of ATXN expression | S2 cells (HEK-293 line with an ATXN2-luciferase reporter) viability, CellTiter-Fluor protease fluorescence, 24 h | Potency, µM (series often up to 56.7 µM), hits mostly cytotoxic | hit rate 0.49% among 400,000; also: nearly all actives have a fitted effect of over 40% in size
Starred values were filed as active, the others as inactive; i = inactive; ? = inconclusive; . = no result given; & = joins results of further samples; [ ] = another dose, or the depositor's remark. Calls follow the shape of the dose curve; as a rule, active = well fitted curve in the direction sought with a large enough effect; inconclusive = small, poorly fitted or top-dose-only effect, or another doubt; inactive = no such curve, though single readings can be large; an effect the other way counts as inactive or inconclusive. Potency is read from the fitted curve at half-maximal effect. Only part of the results is shown, so the mix of outcomes need not match the whole.

SMILES | Nrf2 block | A549 viability | S2 tox
COc1ccc(CNC(=O)C2CCCN2c2nc(C)c3ccccc3n2)cc1 (stereo not given) | . | . | i
O=[N+]([O-])c1ccc(/C=N\O)o1 | . | . | i
COc1cc(=O)n2c(c1C(=O)N(C)Cc1cscn1)CCN(Cc1ccc3c(c1)OCCO3)CC2 | . | . | i
CCOc1cccc(CN2CCC(n3cc(C(=O)N4CCCCC4)nn3)CC2)c1O | . | . | i
Cc1ccc(-c2ccnc(-n3ncc(C(=O)N4CCCCC4c4cccnc4)c3C3CC3)n2)o1 (stereo not given) | . | . | i
NC(=O)CC[C@@H](N)C(=O)O | . | . | i
C[C@H]1C[C@H](O)c2ccsc2S1(=O)=O | . | . | i
COc1cccc(-c2nc3cc4c(cc3cc2CN(C(=O)c2cc(C)nn2C)C2CC2)CCC4)c1OC | . | . | ?
Cc1cc2c(s1)c1cnn(Cc3cc(F)ccc3C)c(=O)c1n2C | 5% | -2% | .
c1coc(CNc2nc[n+]3c4c2ncn4CC3)c1 | 7% | -1% | .

Compound profiles (already shown):
`COc1ccc(CNC(=O)C2CCCN2c2nc(C)c3ccccc3n2)cc1` (stereo not given) in the list: Nrf2 block = .; A549 viability = .; S2 tox = i
`C[C@H]1C[C@H](O)c2ccsc2S1(=O)=O` in the list: Nrf2 block = .; A549 viability = .; S2 tox = i
`COc1cc(=O)n2c(c1C(=O)N(C)Cc1cscn1)CCN(Cc1ccc3c(c1)OCCO3)CC2` in the list: Nrf2 block = .; A549 viability = .; S2 tox = i

New compounds follow
SMILES | Nrf2 block | A549 viability | S2 tox
COc1ccc(C2Nc3ccccc3C(=O)N2Cc2ccncc2)cc1COc1ccc(NC(C)=O)cc1 (stereo not given) | 26% | -15% | .
S=C(NCCCc1cnc[nH]1)NCCCN(Cc1ccc(Cl)c(Cl)c1)c1ccccn1 | ? | ? | .
O=S(=O)(c1ccc(Cl)cc1)N1CCN(c2nc(Nc3cc(Cl)ccc3O)nc3ccccc23)CC1 | 0%[27.3 µM] | 10%[27.3 µM] | .
COc1ccc(-c2nnc3n2N=C(c2ccc(OC)c(OC)c2)CS3)c(OC)c1 | ? | -17% | .
O=C1CCCC2=C1C1(CCC1)N=C(Nc1nc3ccccc3o1)N2 | -5% | 13% | .
CN(Cc1cccs1)c1ncnc2ccc(-c3ccc4c(c3)OCO4)cc12 | 13% | 8% | .
CCOc1ccc(S(=O)(=O)N2CCN(c3nc(-c4ccccc4)nc4ccccc34)CC2)cc1 | -7% | -1% | .
Cc1noc(C)c1-c1ccc2ncnc(NCc3ccc(-c4ccccc4)cc3)c2c1 | 12µM* | -12% | .
COC(=O)c1nc(N2CCN(S(=O)(=O)c3ccc(C)cc3)CC2)c2ccccc2n1 | 9% | 1% | .
COc1ccc(C2c3c(ncn(Cc4ccccc4)c3=N)Oc3ccc4ccccc4c32)cc1OC (stereo not given) | 3% | -10% | .

4 records drawn at random from those above, as already listed:
SMILES | Nrf2 block | A549 viability | S2 tox
O=[N+]([O-])c1ccc(/C=N\O)o1 | . | . | i
COc1ccc(C2Nc3ccccc3C(=O)N2Cc2ccncc2)cc1COc1ccc(NC(C)=O)cc1 (stereo not given) | 26% | -15% | .
c1coc(CNc2nc[n+]3c4c2ncn4CC3)c1 | 7% | -1% | .
C[C@H]1C[C@H](O)c2ccsc2S1(=O)=O | . | . | i

(more compounds)
SMILES | Nrf2 block | A549 viability | S2 tox
N#Cc1nc(Nc2cc(F)cc(F)c2)nc(Nc2cc(F)cc(F)c2)n1 | ? | ? | .
Cc1cc2c(s1)c1cnn(Cc3ccc(SC(F)(F)F)cc3)c(=O)c1n2C | 5% | -1% | .
Cn1ccc2cc(S(=O)(=O)N3CCN(S(=O)(=O)c4c(F)cccc4F)CC3)ccc21 | ? | -2% | .
COc1ccc(OCc2cc(C3Nc4ccccc4C(=O)N3Cc3ccccc3)ccc2OC)cc1 (stereo not given) | -25% | -5% | .
Cc1nc2ccc(S(=O)(=O)N3CCN(S(=O)(=O)c4c(F)cccc4F)CC3)cc2s1 | -5% | -3% | .
CCCN1CNc2c(c(=O)[nH]c(=S)n2CCc2ccc(Cl)c(Cl)c2)C1 | 5% | 15% | .
Cn1nnc2c(N3CCN(Cc4ccccc4)CC3)ncnc21 | ? | 8% | .
COc1ccc(C2Nc3ccc(Cl)cc3C(=O)N2Cc2ccccc2)cc1COc1ccc(NC(C)=O)cc1 (stereo not given) | ? | 0% | .
O=C(OCC#CCSc1nnc(-c2cccc3ccccc23)o1)c1cccc(F)c1 | 7% | -2% | .
O=S(=O)(Nc1cc(O)cc2cccnc12)c1ccc(Br)s1 | 14% | -2% | .
O=C(OCC#CCSc1nnc(-c2cccc3ccccc23)o1)c1ccc(C(F)(F)F)cc1 | 1% | -6% | .
Cc1ccc2nc(-c3ccc(C)o3)c(Nc3ccc(F)cc3)n2c1 | 3% | -1% | .
O=S(=O)(Nc1cc(O)cc2cccnc12)c1ccc(Cl)s1 | 16% | -2% | .
O=S(=O)(c1c(F)cccc1F)N1CCN(S(=O)(=O)c2c(F)cccc2F)CC1 | ? | -4%&0% | .
CCN(CC)S(=O)(=O)c1ccc(NC(=O)CSc2nnc3c(n2)[nH]c2ccccc23)cc1 | -18% | -5% | .
Cc1ccc(NS(=O)(=O)c2ccc3c(c2)CCC(=O)N3)cc1F | -13% | 1% | .
C=C(C)[C@@H]1C2=CC(C(=O)OC)=C(C[C@@H](C(=C)C)[C@H]3O[C@H]3C3=C[C@H]1OC3=O)O2 | 5% | -5% | .
Cc1nc(-c2ccc([S+](=O)([O-])N3CCN([S+](=O)([O-])c4c(F)cccc4F)CC3)s2)cs1 | 4% | 0% | .
O=C1CCc2cc(S(=O)(=O)Nc3ccc(Cl)cc3)ccc2N1 | ? | -5% | .
CCc1nn2c(=O)cc(-c3ccncc3)nc2s1 | -29% | 5% | .
Cc1noc(C)c1-c1ccc2ncnc(NCc3cccc(F)c3)c2c1 | ? | 5% | .
COc1ccc(C2Nc3ccccc3C(=O)N2Cc2ccc(Cl)cc2)cc1COc1ccc(NC(C)=O)cc1 (stereo not given) | ? | 0% | .
CCOC(=O)CCc1cc(F)c(S(=O)(=O)N2CCN(S(=O)(=O)c3ccc4c(c3)OCCO4)CC2)cc1F | 3% | -2% | .
Cc1ccn2c(NC3CCCCC3)c(-c3ccc(C)o3)nc2c1 | 1% | -7% | .
O=C(c1ccccc1O)N(Cc1ccco1)Cc1ccco1 | 12% | 3% | .
O=C(Cn1cc(CN(Cc2ccccc2)Cc2ccccc2)nn1)Nc1cc(C(F)(F)F)ccc1Cl | 18% | -6% | .
COc1ccc(CN(Cc2ccccc2)C(=O)c2ccccc2O)cc1COc1ccc(NC(C)=O)cc1 | 21% | -1% | .
NNC(=O)C(C(=O)OCc1ccccc1)c1ccccc1 (stereo not given) | ? | -14% | .
Cc1cccc(Cn2ncc3c4sc(C)cc4n(C)c3c2=O)c1 | -14% | -3% | .
CCC(=O)NC(c1ccco1)c1cc(Cl)c2c(c1O)NCCC2 (stereo not given) | -6% | -3% | .

Among those listed so far, these contain an NH in an aromatic ring.
SMILES | Nrf2 block | A549 viability | S2 tox
S=C(NCCCc1cnc[nH]1)NCCCN(Cc1ccc(Cl)c(Cl)c1)c1ccccn1 | ? | ? | .
CCCN1CNc2c(c(=O)[nH]c(=S)n2CCc2ccc(Cl)c(Cl)c2)C1 | 5% | 15% | .
CCN(CC)S(=O)(=O)c1ccc(NC(=O)CSc2nnc3c(n2)[nH]c2ccccc23)cc1 | -18% | -5% | .

Additional structures follow.
SMILES | Nrf2 block | A549 viability | S2 tox
CCCN1CNc2c(c(=O)[nH]c(=S)n2CCc2cccc(OC)c2)C1 | ? | 4% | .
O=C(OCC#CCSc1nnc(-c2cccc3ccccc23)o1)c1cc(F)c(F)c(F)c1 | 3% | -3% | .
COc1ccc(O)c(C2Nc3ccccc3C(=O)N2Cc2ccccc2)c1 (stereo not given) | 11% | -14% | .
COC(=O)c1ccccc1S(=O)(=O)Nc1cc(=O)c2ccccc2[nH]1 | ? | 13% | .
Cc1c(P(=S)(c2ccccc2)c2ccccc2)c2ccccc2n1C(=O)NCc1ccc(F)cc1 | ? | 3% | .
COc1ccc(C2Nc3ccccc3C(=O)N2Cc2cccc(-c3ccccc3)c2)cc1COc1ccc(NC(C)=O)cc1 (stereo not given) | ? | 1% | .
Cc1noc(C)c1-c1ccc2ncnc(NCc3cc(F)cc(F)c3)c2c1 | ? | -3% | .
COc1ccc(N(C(C)=O)C2SC(=O)N(c3ccccc3)C2=O)cc1 (stereo not given) | 15% | -2% | .
CN(C)c1ccc(C(=O)NCC(=O)OC(C(=O)Nc2cc(C(F)(F)F)ccc2Cl)c2ccccc2)cc1 (stereo not given) | 6% | 7% | .
N#Cc1ccccc1OC1=NS(=O)(=O)c2ccccc21 | 0% | 12% | .
CCc1ccccc1NNC(=O)c1sccc1Cl | 2% | 3% | .
COc1ccc(C2Nc3ccccc3C(=O)N2Cc2ccc(C(C)(C)C)cc2)cc1COc1ccc(NC(C)=O)cc1 (stereo not given) | 18µM* | -2% | .
O=C(OCC#CCSc1nnc(-c2cccc3ccccc23)o1)c1ccccc1 | -3% | -6% | .
N#Cc1ccc(S(=O)(=O)N2CCN(c3nc(-c4ccccc4)nc4ccccc34)CC2)cc1 | 2% | -2% | .
Cc1ccc(NS(=O)(=O)c2cc3c(cc2N2CCCCC2)NC(=O)CC3)cc1C | ? | -17% | .
COc1ccccc1NS(=O)(=O)c1ccc2c(c1)CCC(=O)N2 | 3% | 9% | .
Cc1cccc([S+](=O)([O-])NC2CCN(C#N)CC2)c1 | 13% | -1% | .
O=C(OCC#CCSc1nnc(-c2cccc3ccccc23)o1)c1ccncc1 | 0% | -5% | .
Cc1ccc(-c2nc3ccccn3c2Nc2ccc(F)cc2)o1 | 12% | -3% | .
Cc1cc2c(s1)c1cnn(Cc3cccc([N+](=O)[O-])c3)c(=O)c1n2C | -17% | 11% | .
Cc1ccc(NS(=O)(=O)c2cc3c(cc2F)NC(=O)CC3)cc1C | -24% | 1% | .
O=C(CN1C(=O)N/C(=C\c2cccn2-c2cccc(C(=O)O)c2)C1=O)Nc1ccccc1F | 0% | -3% | .
Cc1nc2ccccn2c1C(O)(c1ccccc1)c1ccccc1 | -2% | 0% | .
COc1cccc(C2c3c(ncn(-c4ccccc4C#N)c3=N)Oc3ccc4ccccc4c32)c1 (stereo not given) | ? | -2% | .
Cc1ccc(C(=O)NCC(=O)OC(C(=O)Nc2cc(C(F)(F)F)ccc2Cl)c2ccccc2)cc1 (stereo not given) | ? | -15% | .
O=C(CNC(=O)c1ccc(-c2ccccc2)cc1)OC(C(=O)Nc1cc(C(F)(F)F)ccc1Cl)c1ccccc1 (stereo not given) | -6% | 4% | .
Cc1cc2c(s1)c1cnn(Cc3c(F)cccc3C(F)(F)F)c(=O)c1n2C | 15% | 3% | .
O=S(=O)(c1ccc2c(c1)OCO2)N1CCN(c2nc(-c3cccs3)nc3ccccc23)CC1 | -18% | 9% | .
CN1CCCC1CCNc1ncnc2ccc(-c3ccc4c(c3)OCO4)cc12 (stereo not given) | 0% | 0% | .
CCOC(=O)c1ccc(-n2cnc3c(c2=N)C(c2cccc(OC)c2)c2c(ccc4ccccc24)O3)cc1 (stereo not given) | -1% | -1% | .

In the list so far, two contain a nitro group on carbon:
SMILES | Nrf2 block | A549 viability | S2 tox
O=[N+]([O-])c1ccc(/C=N\O)o1 | . | . | i
Cc1cc2c(s1)c1cnn(Cc3cccc([N+](=O)[O-])c3)c(=O)c1n2C | -17% | 11% | .

The list goes on.
SMILES | Nrf2 block | A549 viability | S2 tox
COc1cccc(CN2C(=O)c3ccccc3NC2c2ccc(OC)c(COc3ccc(NC(C)=O)cc3)c2)c1 (stereo not given) | ? | ? | .
COc1ccc(C(=O)N(Cc2ccccc2)Cc2ccccc2)cc1COc1ccc(NC(C)=O)cc1 | ? | -13% | .
COc1cccc(C2c3c(ncn(-c4ccc(F)cc4)c3=N)Oc3ccc4ccccc4c32)c1 (stereo not given) | ? | -21% | .
Cc1cc2c(s1)c1cnn(Cc3cc(OC(F)(F)F)ccc3F)c(=O)c1n2C | -3% | 1% | .
CCc1nn2c(=O)cc(NC3CNC3)nc2s1 | 8% | -1% | .
COc1ccc(CN(Cc2ccccc2)C(=O)c2ccccc2)cc1COc1ccc(NC(C)=O)cc1 | 23µM* | -18% | .
Cc1cc(NS(=O)(=O)c2ccc3c(c2)CCC(=O)N3)ccc1Cl | ? | -1% | .
CCCN1CNc2c(c(=O)[nH]c(=S)n2CCc2ccc(Cl)cc2)C1 | 5% | 10% | .

Screening data deposited in PubChem by National Center for Advancing Translational Sciences (NCATS).
